# BRCA1 expr up: increases BRCA1 expression; MCF7-BRCA1-FFLuc reporter, luminescence, 48 h; response scale: scaled: vehicle 0%, 10 µM genistein 100%; Potency, µM (top dose mostly 46.1 µM), for the others: top-dose activation, usual class: activators; 380,000 compounds, 1.1% hits; active means well fitted activation curve with a large enough effect; inconclusive means small, poorly fitted or top-dose-only effect; inactive means no such curve, though single readings can be large or run the other way; further: nearly all actives have a fitted effect of over 80% in size; some results filed as inactive show a strong effect at the top dose
#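 Luminescence from a BRCA1-driven firefly luciferase in MCF7 cells was read after 48 h compound exposure at 37 C. Data normalized against DMSO and a 10microM genistein activation control, then curve-fitted across the titration.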
# uPA surface inh: inhibitors of cell surface uPA generation. cell surface uPA generation assay, qHTS. Potency, µM (highest dose often 38.3 µM), for inactives: at the top dose activity change, negative = inhibition, most hits filed as inhibitors. 330,000 compounds, 0.31% hits. AID 540303; active means well fitted inhibition curve with a large enough effect; inconclusive means small, poorly fitted or top-dose-only effect; inactive means no such curve, though single readings can be large or run the other way; tested in mouse RAW 264.7 cells; further: on the % scale 0 is the no-effect control and ±100 the full control effect; nearly all actives have a fitted effect of over 55% in size
# * = called active by the depositor; ? = inconclusive; [ ] = another dose, or the depositor's remark. Potency means the concentration at half of the fitted maximal effect.
SMILES,BRCA1 expr up,uPA surface inh
CN(C)S(=O)(=O)c1cccc(C(=O)Nc2cc(S(=O)(=O)N3CCOCC3)ccc2N2CCCC2)c1,-14%,-4%
O=[N+]([O-])c1cccc(COc2ccccc2CN2CCCCC2)c1,11%,-20%
COc1ccc(OC)c2sc(NC(=O)C3COc4ccccc4O3)nc12 (configuration not stated),-33%,-18%
c1nc(SSc2ncnc3nc[nH]c23)c2[nH]cnc2n1,-75%,-10%
Nc1nc(-c2cccnc2)nn1C(=O)CCc1ccccc1,7%,0%
CCN(C(=O)COC(=O)CCOc1ccc(C(C)(C)C)cc1)c1c(N)n(Cc2ccccc2)c(=O)[nH]c1=O,-49%,7%
CCCCC1(C2CCCC2)NC(=O)NC1=O (configuration not stated),-9%,-7%
Cc1onc(-c2c(F)cccc2Cl)c1C(=O)Nc1cc(S(=O)(=O)N2CCCCC2)ccc1O,-73%,6%
CCOc1ccc(NC(=O)CN(C)C(=O)C2CC(=O)N(c3cccc(SC)c3)C2)cc1OCC (configuration not stated),-5%,4%
Cc1nnc(NC(=O)C23CC4CC(C)(CC(C)(C4)C2)C3)s1,-26%,0%
C=CC(=O)Nc1cccc(N(C)c2ccnc(Nc3ccc(N4CCN(C)CC4)cc3)n2)c1,-29%,10µM*
Cc1ccc(OCC(=O)Nc2ccc([N+](=O)[O-])cn2)cc1C,7%,2%
CC(C)CC1(C2CCCC2)NC(=O)NC1=O (configuration not stated),-3%,1%
NN=C1c2ccccc2C(=O)C1C(=O)C(c1ccccc1)c1ccccc1 (configuration not stated),-41%,5%
Nc1nc(N)nc(-c2cccc(Br)c2)n1,13µM*,-2%
Cc1nc2nc(-c3cccs3)[nH]c2cc1Br,16%,-5%
Cc1cn(CC(=O)NCCc2c[nH]c3ccccc23)c(=O)[nH]c1=O,9%,15%
CC(C)C[C@H]1CNC(=S)N1CC1CCN(CCCCc2ccccc2)CC1,-16%,-21%
O=C(O)C1C2CCC(O2)C1C(=O)Nc1ccc(Br)cc1F (configuration not stated),39%,?
O=C1c2ccccc2S(=O)(=O)c2cc(N3CCN(C(=O)c4ccccc4)CC3)ccc21,8%,-6%
Nc1nc2c(ccc3ccccc32)s1,?,19%
O=[N+]([O-])c1ccccc1C=NNC(=S)NN=Cc1ccccc1[N+](=O)[O-],-1%,-10%
CCN(c1ccccc1)S(=O)(=O)c1ccc(Cl)c(C(=O)NC2CCN(Cc3ccccc3)CC2)c1,-48%,-14%
COc1cc(C2C(c3ccccc3)C(c3cc(OC)cc(=O)o3)C2c2ccccc2)oc(=O)c1 (configuration not stated),-30%,2%
CCCOC(=O)CC1C(=O)NCCN1Cc1ccccc1C (configuration not stated),-4%,-9%

# Next part (three carried over from the part before).
SMILES,BRCA1 expr up,uPA surface inh
CCN(c1ccccc1)S(=O)(=O)c1ccc(Cl)c(C(=O)NC2CCN(Cc3ccccc3)CC2)c1,-48%,-14%
COc1cc(C2C(c3ccccc3)C(c3cc(OC)cc(=O)o3)C2c2ccccc2)oc(=O)c1 (configuration not stated),-30%,2%
CCCOC(=O)CC1C(=O)NCCN1Cc1ccccc1C (configuration not stated),-4%,-9%
CN(c1ccc(OCC(=O)OCC(=O)Nc2ccc([N+](=O)[O-])cc2)cc1)S(=O)(=O)c1cccs1,-23%,4%
C#CCOCCOCCOCCNc1nc(N2CCN(C(=O)C([C@@H](C)CC)n3cc(C(N)COC(=O)C(F)(F)F)nn3)CC2)nc(N2CCN(C(=O)[C@H](Cc3cc4ccccc4[nH]3)n3cc(C(N)CO)nn3)CC2)n1 (some centres not stated),-1%,16%
Nc1c(N(CCC2=CCCCC2)C(=O)COc2ccc([N+](=O)[O-])cc2)c(=O)[nH]c(=O)n1Cc1ccccc1,-76%[inhibitor],4%
O=C(O)CC1(CC(=O)O)Nc2ccccc2SC1=O,17%,3%
N=C1N(c2ccccc2)C(=S)C(=Nc2ccccc2)N1c1ccccc1,-12%,-3%
CCOC(=O)C1(C(=O)OCC)NC(=O)CC1C(C)C (configuration not stated),0%,-2%
c1ccc(-c2nnc(-c3ccccn3)nn2)nc1,51%,-5%
c1ccc2c(c1)CCc1ccccc1C2=C1CCNCC1,-43%,0%
O=C(Nc1ccc(OC(F)(F)C(F)F)c(NC(=O)c2ccc(F)cc2)c1)c1ccc(F)cc1,49%,1%
Cc1cc(C2C(=O)NC(=O)C2=O)c(C)cc1Br (configuration not stated),-16%,-2%
C#CCOCCOCCOCCNc1nc(N2CCN(C(=O)[C@H](C)n3cc(CCC(=O)O)nn3)CC2)nc(N2CCN(C(=O)[C@H](CCCCN)n3cc(CCCC)nn3)CC2)n1,-5%,-2%
C(C#CCN1CCOCC1)#CCN1CCOCC1,-7%,2%
O=c1[nH]c2cc(Cl)c(Br)cc2o1,-3%,-2%
COCCN1C(=O)N[C@@H](CCc2ccccc2)[C@@H](C(=O)OC)[C@H]1C,5%,1%
COc1ccc(C(=O)NNC(=O)c2cc3ccccc3cc2O)cc1,-55%,?
Cc1ccc(C(=O)NCCCN2CCN(CCCNC(=O)c3ccc(C)cc3)CC2)cc1,-8%,1%
CCOC(=O)C1=CN(CC)CCC1=O,-6%,9%
Cc1ccccc1Nc1nc(N)nc(C)c1Br,-17%,-3%
Cc1ccc(N=Cc2ccccc2O)cc1Cl,-9%,2%
CN1CCC(OC(=O)c2ccc(Br)cc2)CC1,0%,1%
Cc1ccc(C(=O)Nc2cccc(NC(=O)c3ccc(C)cc3)n2)cc1,90%,-3%
CC(Oc1ccccc1Cl)C(=O)Nc1ccc(S(=O)(=O)N2CCOCC2)cc1 (configuration not stated),-8%,3%
Nc1nc(SCc2ccccc2)c2ncn(Cc3ccccc3)c2n1,22%,1%
CCOC(=O)N1CC(C)N(CC(O)CN2CCOCC2)CC1C (configuration not stated),3%,-1%
CCCCn1c(N)c(N(CCOC)C(=O)COC(=O)CNC(=O)c2ccc(Cl)c(Cl)c2)c(=O)[nH]c1=O,9%,8%

# Next part.
SMILES,BRCA1 expr up,uPA surface inh
Cc1c(Cc2ccccc2)c(=O)[nH]c(=O)n1C,-2%,-9%
O=C(/C=C/C(Cl)(Cl)Cl)Nc1ccc(Cl)cc1,-28%,-10%
O=C(CCCCCCCCC(=O)N1CCCCC1)N1CCCCC1,-36%,-1%
O=C1CC2(CCCCCC2)Oc2ccccc21,0%,5%
COc1cccc2c(=O)c(C(=O)NCCc3ccccc3)c[nH]c12,10µM*,?
CCC1(CC)CNC(=O)NC1=O,-5%,4%
O=C(Nc1ccccc1)O[C@@H]1C[C@H]2CCCC(=O)N3CC[C@@H](C1)[C@@H]23,2%,1%
O=C(Cc1ccccc1Cl)c1ccccc1,-1%,2%
O=C(Nc1ccn(CCCNCCN2CCOCC2)c(=O)n1)OCc1ccccc1,0%,-1%
CCCCN1CCC(CN2C(=S)NC[C@@H]2CC(C)C)CC1,4%,-2%
COC(=O)CCC(=O)OC1(C)C(=O)C2=CN(CCc3ccccn3)C(c3ccc(OC)cc3)=CC2=C(Br)C1=O (configuration not stated),-22%,-2%
CCOC(=O)[C@H](CCc1ccccc1)N[C@@H](C)C(=O)N1[C@H](C(=O)O)C[C@@H]2CCC[C@@H]21,-12%,-1%
CCN(CC)S(=O)(=O)c1ccc(C(=O)Nc2cc(S(=O)(=O)N3CCOCC3)ccc2N2CCN(C)CC2)cc1,-19%,-10%
C(=Cc1c[nH]c2ccccc12)c1nccc2ccccc12,-44%,-15%
CC(C)(COC(=O)c1ccccc1)N1CC2CCC(C1)O2,?,11%
O=C(NCCc1ccccc1)c1ccc(NC(=O)C2CCCC2)cc1,98%,-5%
COc1ccc(C2(SCC(N)C(=O)O)c3ccccc3-c3ccccc32)cc1 (configuration not stated),1%,4%
O=C1N=C(N2CCOCC2)SC1=Cc1ccco1,4%,-1%
Cc1cc(NC(=O)COC(=O)[C@@H]2CCCN2C(=O)c2cccs2)no1,-25%,-9%
O=C(c1ccc(S(=O)(=O)N2CCC(c3nc4ccccc4s3)CC2)cc1)N1CCCCC1,5%,-9%
CCOc1ccc(-c2c(=O)n(OCc3ccc([N+](=O)[O-])cc3)c3ccccc3[n+]2[O-])c(OCC)c1,-6%,2%
CC1(C)CC(=O)C=C(Nc2cccc(C(F)(F)F)c2)C1,-8%,0%
Cc1nn2c3cc(N4CCOCC4)ccc3nc2c2ccccc12,70%,-10%
COc1c(NC=O)c2c(c([N+](=O)[O-])c1OC)C(=O)OC2,-4%,0%
Cn1c(=O)c2[nH]c(C3CC=CCC3)nc2n(C)c1=O (configuration not stated),-24%,2%

# Next part
SMILES,BRCA1 expr up,uPA surface inh
Cc1cc(O)c2c(c1)C(=O)[C@@]13Oc4c5c(c(O)c6c(O)cc(C)cc46)C(=O)C[C@H](O)[C@H]5[C@@H]1[C@@H](O)CC(=O)C3=C2O,6%,-13%
CCN1C[C@@H]2[C@@H]3C(=O)N(Cc4ccccc4)C(=O)[C@@H]3[C@](Cc3ccccc3)(C1=O)N2C(=O)c1ccc(Cl)c(Cl)c1,0%,13%
Cc1ccc(CCN2CC(C(=O)NCc3cccnc3)CC2=O)cc1 (configuration not stated),2%,2%
C=CC(=O)N1C/C(=C/c2ccccc2)C(=O)/C(=C\c2ccccc2)C1,-97%[inhibitor],87%[activator]
CN(C)CCC(=O)N1C/C(=C/c2ccccc2)C(=O)/C(=C\c2ccccc2)C1,-97%[inhibitor],-7%
COc1ccc(CCn2c(-c3cccc([N+](=O)[O-])c3)nc3nc4ccccc4nc32)cc1,8%,-2%
CCOC(=O)Cn1cnc(C)c1,2%,-1%
O=S(=O)(NCCSCc1ccc(Cl)c(Cl)c1)c1ccc2c(c1)OCCO2,-29%,2%
CCOc1cc(N2CCOCC2)c(OCC)cc1NC(=O)COC(=O)c1ccc(OC)c([N+](=O)[O-])c1,-5%,5%
COc1ccc2c(c1)c(=Cc1ccc(N(C)C)cc1)c1cc(-c3ccccc3)[n+](C)n12,-100%,-8%
O=C(COc1ccc(F)cc1)c1ccc2c(c1)CCCC2,?,0%
CCC(C(=O)OCC(=O)C1(O)CCC2C3CCC4=CC(=O)CCC4(C)C3C(O)CC21C)C(C)C (configuration not stated),-74%,-20%
O=Cc1cc2c(cc1[B-](F)(F)F)OCO2,17%,-6%
O=c1[nH]c(-c2ccccc2)ncc1OCc1ccccc1,47%,3%
COc1ccc2nc(-c3ccccc3)nc(SC)c2c1,-43%,-19%
COc1cccc(CN(c2ccccc2C(=O)O)S(=O)(=O)c2ccc(C)cc2)c1,-14%,1%
O=C(CCCCC(=O)OC1CCCCC1)OC1CCCCC1,8%,-3%
CC(=NNC(=O)c1ccncc1)c1ccccc1O,-77%,-15%
Cc1nnc2sc(-c3ccc(NC(=O)c4ccc(-c5ccc(Cl)cc5Cl)o4)cc3)nn12,-27%,-1%
CS(=O)(=O)N(CC(=O)N1CCc2ccccc2C1)c1ccccc1F,11%,4%
COc1ccc(C2C(C(=O)c3sc(C)nc3C)=C(O)C(=O)N2CCCn2ccnc2)cc1 (configuration not stated),?,2%
Cc1cccc(NC(=O)CN2CCN(C(=O)CN3C(=O)NC4(CC(C)CC(C)(C)C4)C3=O)CC2)c1C (configuration not stated),-3%,-6%
C#CCN(C[C@@H](CC(C)C)NC(=O)OC(C)(C)C)S(=O)(=O)c1ccc(Br)cc1F,-9%,-21%
O=C(COc1ccc(Br)cc1)NN1C(=O)c2ccccc2C1=O,0%,0%
Oc1c(Br)cc(CNC2CCCCC2)cc1Br,-20%,-4%

# Other compounds
SMILES,BRCA1 expr up,uPA surface inh
COC(=O)C1CC2(C(=O)OC)CC(C(=O)OC)(CC(C(=O)OC)C2=O)C1=O (configuration not stated),-10%,4%
O=C(NC(=S)Nc1cccc(O)c1)c1cncc(Br)c1,-2%,3%
O=CN1CCN(C(C(=O)NC2CCCCC2)c2ccc(Cl)cc2)CC1 (configuration not stated),-15%,4%
CC(C)CNC(=O)C(=O)NC1CCCC1,27%,-3%
Cc1cc(=O)[nH]c(NN=C2CCCCC2C)n1 (configuration not stated),-5%,-4%
CCCCN1C(=O)CC(SC2CC(=O)N(CCCC)C2=O)C1=O (configuration not stated),1%,-5%
COC/C=C/C1=CC2=CC(=O)C(C)(OC(=O)c3cnc4ccccc4n3)C(=O)C2=CN1CC(C)C (configuration not stated),7%,-15%
Nc1ccccc1C#Cc1ccc2[nH]ccc2c1,10µM*,-11%
CNC(=O)C1CC(=O)N(c2ccc(OCC(=O)Nc3ccccc3)cc2)C1 (configuration not stated),11%,1%
COc1ccc2c(ccc[n+]2[O-])c1,22%,-1%
NC(=O)NN=C1CC2CC1C1C=CCC21 (configuration not stated),5%,-4%
CN(CC(=O)Nc1ccccc1Br)C(=O)c1cccc(S(=O)(=O)N2CCc3ccccc32)c1,-26%,0%
COc1ccc(S(=O)(=O)N2CCOCC2)cc1C(=O)NCC(c1ccccc1)c1ccccc1,-31%,-1%
O=C(NC(=S)Nc1ccc(O)cc1)c1cncc(Br)c1,50%,-8%
Cc1cccc(C)c1C(=NCCN(C)C)c1ccccc1,0%,-1%

# A different layout for four compounds above.
COC(=O)C1CC2(C(=O)OC)CC(C(=O)OC)(CC(C(=O)OC)C2=O)C1=O (configuration not stated)
  BRCA1 expr up: -10%; uPA surface inh: 4%
O=C(NC(=S)Nc1cccc(O)c1)c1cncc(Br)c1
  BRCA1 expr up: -2%; uPA surface inh: 3%
O=CN1CCN(C(C(=O)NC2CCCCC2)c2ccc(Cl)cc2)CC1 (configuration not stated)
  BRCA1 expr up: -15%; uPA surface inh: 4%
CC(C)CNC(=O)C(=O)NC1CCCC1
  BRCA1 expr up: 27%; uPA surface inh: -3%

# The list is partial; rates above refer to the full screens.
